Source: PubChem
UPR XBP1 act: adaptive UPR (XBP1) activation | hit rate 0.33% among 330,000 | activation, % at 20 µM | CHO-XBP1 luciferase reporter, IRE1-XBP1 UPR activation, luminescence; percent of tunicamycin response, DMSO as zero;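 active means versus positive control, 20 µM dose yields 30% or more activation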;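 further: 100% = tunicamycin at 10 µg/mL and 0% = DMSO only wells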
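Signal: luciferase luminescence; Assay system: CHO-XBP1 luciferase reporter cells; Amount: one thousand reporter cells per well; Dosing: 20 µM single concentration, DMSO 1%; Benchmarks: high control tunicamycin 10 µg/mL final, low control DMSO vehicle only; Schedule: 6 h compound exposure at 37 °C, 5% CO2; Evaluation: percent activation relative to tunicamycin reference.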
APJ antag: APJ receptor antagonism | AID 2521 | hit rate 0.32% among 330,000 | inhibition, % at 20 µM | CHO-K1 APJ beta-arrestin complementation, luminescence;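 active means inhibition above about 40% at 20 µM, limit read from the data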;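 further: cells challenged with 10 nM apelin-13 agonist together with compound; plate controls were apelin-13 plus DMSO wells for no effect and DMSO wells lacking apelin-13 for full effect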
Target sequence (P35414 whole entry, looked up): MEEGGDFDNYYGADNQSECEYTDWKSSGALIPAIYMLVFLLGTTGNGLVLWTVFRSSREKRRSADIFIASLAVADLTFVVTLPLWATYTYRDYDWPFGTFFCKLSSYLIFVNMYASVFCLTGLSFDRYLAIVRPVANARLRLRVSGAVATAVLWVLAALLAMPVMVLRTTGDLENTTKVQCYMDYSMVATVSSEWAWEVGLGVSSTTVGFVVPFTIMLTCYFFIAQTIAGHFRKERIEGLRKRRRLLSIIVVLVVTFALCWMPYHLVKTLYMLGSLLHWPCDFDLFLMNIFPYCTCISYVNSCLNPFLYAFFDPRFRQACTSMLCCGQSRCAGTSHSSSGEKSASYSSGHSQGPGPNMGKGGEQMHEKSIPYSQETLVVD
Mdm2 MdmX PPI: inhibitors of human Mdm2/MdmX interaction. SaOS-2 split-luciferase Mdm2/MdmX complementation, luminescence. hit rate 3% among 330,000. AID 485346. O15151+Q00987. inhibition, % at 8 µM;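 active means inhibition of at least 50% at 8 µM in the primary screen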
tim23-1 inh: tim23-1 yeast growth inhibition. AID 463212. inhibition, % at 20 µM. S. cerevisiae tim23-1 growth, BacTiter-Glo luminescence, 24 h. hit rate 1.3% among 330,000;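 active means growth inhibition of the mutant yeast at or above 50%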;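 further: temperature-sensitive mutant grown at 25 °C; plate controls were DMSO-treated mutant yeast for no effect and medium wells lacking yeast for full effect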
CXCR6 inh: CXCR6 (human) receptor inhibition; O00574; CHO-K1 PathHunter CXCR6 beta-arrestin, luminescence; inhibition, % at 20 µM; hit rate 0.36% among 360,000; AID 602244; in the data active means inhibition above about 34%, passing the limit was not always enough;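 further: antagonist mode with CXCL16 agonist at 10 nM final; 0% = 10 nM CXCL16 with DMSO and 100% = unstimulated wells without agonist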
Target sequence (O00574 whole entry, looked up): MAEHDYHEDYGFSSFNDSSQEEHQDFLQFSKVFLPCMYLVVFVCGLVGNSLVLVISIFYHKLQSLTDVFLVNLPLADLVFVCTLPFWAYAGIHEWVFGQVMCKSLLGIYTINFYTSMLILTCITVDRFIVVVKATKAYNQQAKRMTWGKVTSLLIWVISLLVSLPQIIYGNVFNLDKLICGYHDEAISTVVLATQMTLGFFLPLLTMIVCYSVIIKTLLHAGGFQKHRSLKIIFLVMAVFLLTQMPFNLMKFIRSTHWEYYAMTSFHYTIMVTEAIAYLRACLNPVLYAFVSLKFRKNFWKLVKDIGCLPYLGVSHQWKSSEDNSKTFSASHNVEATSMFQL
CCR6 antagonist: blocks CCL20-driven beta-arrestin recruitment at human CCR6. P51684. AID 493098. CHO-K1 CCR6 PathHunter beta-arrestin, luminescence, CCL20-stimulated. inhibition, % at 20 µM. hit rate 0.49% among 340,000;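 active means compounds whose inhibition of the agonist-driven luminescence signal at 20 µM reaches about 50%, limit read from the data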;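 further: cells stimulated with CCL20 at 14 nM final; plate controls were DMSO with CCL20 for no effect and DMSO without agonist for full effect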
Target sequence (P51684 whole entry, looked up): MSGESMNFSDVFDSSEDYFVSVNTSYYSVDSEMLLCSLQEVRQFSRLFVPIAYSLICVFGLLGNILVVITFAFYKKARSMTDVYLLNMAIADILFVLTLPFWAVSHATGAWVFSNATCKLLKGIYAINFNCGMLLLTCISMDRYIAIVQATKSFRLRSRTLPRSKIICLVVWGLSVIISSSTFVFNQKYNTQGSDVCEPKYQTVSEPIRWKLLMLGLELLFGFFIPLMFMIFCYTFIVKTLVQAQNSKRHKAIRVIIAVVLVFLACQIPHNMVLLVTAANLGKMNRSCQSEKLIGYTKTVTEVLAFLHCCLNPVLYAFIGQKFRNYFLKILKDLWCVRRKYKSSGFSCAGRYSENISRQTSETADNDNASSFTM
APJ ag: activates the human apelin receptor APJ; AID 2520; P35414; hit rate 0.11% among 330,000; activation, % at 20 µM; CHO-K1 APJ PathHunter beta-arrestin, luminescence; 0% DMSO wells, 100% apelin;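 active means activation more than six SD over the plate average, tested at 20 µM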;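 further: 0% = DMSO alone and 100% = apelin-13 at 10 nM; some results filed as inactive read as strong as hits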
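Material: engineered CHO-K1 APJ arrestin reporter cells; amount: 1000 CHO-K1 reporter cells seeded per well; incubation: compound stimulation 90 min at 25 °C, detection 60 min; signal: luminescent beta-gal fragment complementation, chemiluminescent substrate; read-out basis: APJ agonist activity; controls: DMSO-only wells as negative, 10 nM Apelin-13 as positive control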
CHOP UPR activ: activators of apoptotic arm of unfolded protein response (CHOP) | CHO-CHOP luciferase reporter, UPR activation, luminescence; percent of tunicamycin response over DMSO baseline | activation, % at 10 µM | hit rate 0.34% among 330,000 | AID 449763;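 active means at 10 µM dose, activation of 40% or more, normalized to positive control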;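 further: 100% = tunicamycin at 10 µg/mL and 0% = DMSO alone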
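System: CHO CHOP reporter cells. Amount: 500 cells per well. Buffer or medium: F12 medium, 10% FBS. Compound dosing: one dose, 10 µM in 0.5% DMSO. Incubation: 6 h compound exposure at 37 °C after overnight seeding. Technique: Steady-Glo luciferase luminescence. Benchmarks: tunicamycin and DMSO controls.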
EBI2 antag: blocks human EBI2 receptor beta-arrestin signaling; EBI2 beta-arrestin recruitment, luminescence, 7a,25-OHC stimulated; inhibition, % at 5 µM; hit rate 0.81% among 360,000; in the data active means inhibition above about 38%;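 further: enzyme fragment complementation signal reports receptor beta-arrestin coupling in cells; 0% = agonist plus DMSO wells and 100% = wells without agonist; some results beyond the cut were filed as inactive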
* = called active by the depositor. Only part of the results is shown; rates above refer to the full screens.

SMILES | UPR XBP1 act | APJ antag | Mdm2 MdmX PPI | tim23-1 inh | CXCR6 inh | CCR6 antagonist | APJ ag | CHOP UPR activ | EBI2 antag
CCOc1nc(-c2ccc(OC)cc2)ccc1-c1noc(C)n1 | -1 | -1 | 13 | 38 | -9 | 12 | -4 | 0.8 | 19
CC[C@@]1(C(=O)OC)N[C@H](CN(C)C(=O)COC)[C@@H]2C(=O)N(Cc3ccccc3)C(=O)[C@@H]21 | -2 | 13 | 12 | 1 | -2 | -5 | -3 | -0.3 | -7
Cc1ccccc1NS(=O)(=O)c1csc(C(N)=O)c1 | 0 | 9 | 15 | 7 | -3 | -5 | -3 | -2.1 | -5
CC(C)c1cccc(C(C)C)c1NC(=O)COc1nncc2ccccc12 | -3 | -13 | -31 | 18 | 2 | 2 | -4 | 0.8 | -10
CN1CCc2c(n(CC(O)CN(CCO)CCO)c3ccccc23)C1=O (stereo not given) | 0 | 2 | 8 | 10 | 2 | 8 | -4 | 1.6 | 5
CCC1=[N+]([O-])C(C)(/C(C)=N\O)N(O)C1(C)C (stereo not given) | -1 | -4 | 18 | -10 | 0 | -4 | -2 | -1.3 | -2
O=C(Nc1ccc2c(c1)OCCO2)c1cc2sccc2n1Cc1ccccc1 | -2 | -16 | -41 | -1 | -7 | 10 | 3 | 0.4 | 14
CCOC(=O)c1c(S(=O)(=O)NCC(=O)Nc2ccc(OC)cc2)c(C)n(C)c1C | -4 | 3 | 18 | 6 | 4 | -12 | -2 | -1.1 | 2
Nc1ccc2c3c(cccc13)CC2 | -2 | -25 | -2 | -2 | 2 | 0 | -1 | -1.1 | -9
O=C(NCc1ccccc1)C(c1cccs1)N(Cc1cccs1)C(=O)c1cnccn1 (stereo not given) | -2 | 7 | 26 | 15 | -4 | 12 | -3 | -0.2 | -9
Cc1ccc(NS(=O)(=O)c2c(C)[nH]c(C)c2C(=O)N2CCCC2)cc1Cl | 5 | -7 | -14 | 8 | 1 | -1 | 2 | -0.2 | -14
CCOc1ccc(N(CC(=O)NCCc2ccccc2)C(=O)c2csnn2)cc1 | -2 | 5 | 3 | 12 | 2 | 2 | -3 | 3.3 | 6
C#CCNC(=O)C1=C[C@@H](c2ccc3c(c2)OCO3)[C@H](CCCO)[C@@H](OCC)O1 | -2 | -60 | 4 | 8 | -11 | 7 | -2 | -1.0 | 1
COc1cccc(-c2csc(N3CCN(C(=S)Nc4ccccc4Cl)CC3)n2)c1 | 2 | 9 | 7 | 25 | 9 | 13 | -1 | 0.8 | -14
O=C(c1ccc2nc(Cc3ccccc3F)oc2c1)N1CCCC1 | -1 | 2 | -100 | 11 | 6 | 0 | -6 | 3.5 | -15
O=C(Cn1cc(C(F)(F)F)cc(Cl)c1=O)NC1CCS(=O)(=O)C1 (stereo not given) | -1 | 6 | -12 | 18 | 3 | -2 | -1 | 1.9 | -3
O=C(NCc1ccccn1)Nc1cc(Cl)ccc1Cl | -2 | 17 | -11 | 19 | -6 | -10 | -4 | 3.2 | -2
O=C(Nc1ccc(F)cc1)c1ccc(S(=O)(=O)NCc2cccnc2)cc1 | -3 | 3 | -2 | 1 | -1 | -1 | -1 | 0.8 | 1
O=C1/C(=C/c2cccc([N+](=O)[O-])c2)Oc2cc(O)ccc21 | 3 | 25 | 4 | 1 | 8 | 16 | -3 | 2.1 | 7
CCOC(=O)N1CCN(c2cc(=O)n(-c3ccc(OCC)cc3)c(=O)[nH]2)CC1 | -2 | 4 | -6 | 11 | 2 | -13 | 0 | -1.6 | -2
O=C(O)c1ccccc1NS(=O)(=O)c1cccc(N=Nc2c(O)[nH]c(=S)[nH]c2=O)c1 | 1 | 26 | 15 | 14 | 12 | 19 | -9 | 2.6 | -3
Cn1cc(CN(Cc2ccccc2)C[C@@H]2CCC(=O)N2)c(-c2ccccc2F)n1 | -4 | -9 | -41 | 4 | 2 | 0 | -2 | 0.6 | 2
Cc1ccc(N2CC(C(=O)Nc3ccc(S(=O)(=O)NCC4CCCO4)cc3)CC2=O)cc1 (stereo not given) | -3 | 7 | 15 | 3 | -4 | 23 | 2 | -2.0 | 51*
C/C(=N\n1c(C)cc(C)c(C#N)c1=O)c1cccs1 | 1 | 14 | 1 | -10 | -11 | 4 | -4 | -0.2 | -7
CC(C)(C)C1COc2ccccc2N1C(=O)c1ccccc1Cl (stereo not given) | 1 | 19 | -13 | 46 | -2 | 20 | -4 | 1.7 | 4
CCn1c(C(C)NC(=O)c2cccs2)n[nH]c1=S (stereo not given) | -3 | -8 | -13 | 8 | -6 | -7 | 0 | 7.2 | -17
O=C1C=C(Nc2ccc(O)cc2)CC(c2ccco2)C1 (stereo not given) | 1 | -12 | -6 | 3 | -11 | -10 | -2 | 0.7 | -9
CCOc1ccc(-n2c(=S)sc3c(=O)[nH]c(SCC(=O)N4CCC(C)CC4)nc32)cc1 | -2 | 4 | -6 | 8 | 2 | -8 | -2 | -0.4 | 0
O=S(=O)(c1ccc(NC(=S)Nc2ccc3c(c2)OCO3)cc1)N1CCOCC1 | -2 | -2 | 1 | 9 | 1 | 18 | -1 | -1.0 | 6
Cc1cccc(NC(=O)c2nc[nH]c2C(=O)N[C@H](C)c2ccccc2)c1 | -1 | 0 | 57* | 38 | 15 | 5 | 0 | 1.7 | -14
COc1ccc(C(=O)NCC(=O)NCC(=O)OCC(=O)c2ccc(Br)cc2)cc1 | -1 | 14 | 9 | -12 | 9 | 12 | -7 | -0.4 | 7
CN1C(=S)SC(/[N+]([O-])=C/c2c(F)cccc2Cl)C1(C)C (stereo not given) | -4 | -2 | 2 | 2 | 6 | -2 | -4 | -1.1 | -20
O=C(Nc1ccc(S(=O)(=O)N2CCCCC2)cc1)C1CC(=O)N(c2ccc(Cl)cc2)C1 (stereo not given) | 0 | -7 | 20 | 14 | 0 | -2 | -1 | -0.6 | 89*
COc1cc(Cl)cc(C2NC(=S)NC(c3ccccc3)=C2C(C)=O)c1OCC(=O)O (stereo not given) | -1 | -24 | 11 | 9 | -1 | -4 | -3 | -1.5 | -4
CC1(C(=O)N/N=C/c2ccc3c(c2)OCO3)CC1(Br)Br (stereo not given) | -5 | 11 | -4 | 33 | 5 | 11 | 1 | 2.2 | 0
Cc1nc(N(C)C)c2sc(=S)n(-c3ccccc3)c2n1 | 4 | 13 | -2 | 4 | 4 | 25 | -3 | -0.2 | -5
COc1ccc(-c2csc(Cc3nnc(N4CCOCC4)n3-c3ccccc3)n2)cc1OC | -1 | 10 | 17 | 7 | -8 | 1 | -5 | -0.7 | -2
O=C(N/N=C/c1ccc([N+](=O)[O-])cc1)c1cc2ccccc2o1 | 1 | 2 | 5 | 9 | 1 | 4 | 2 | -2.0 | 20
C[C@@H](NC(=O)c1nc[nH]c1C(=O)NCCCCCNC(=O)OC(C)(C)C)c1ccccc1 | -6 | 13 | 16 | 4 | -3 | 15 | -3 | -0.7 | 12
O=C(COC(=O)c1cc[n+]([O-])cc1)Nc1cccc(Br)c1 | -2 | -1 | 4 | 6 | -7 | 4 | -1 | -1.7 | -4
Cc1ccc(S(=O)(=O)CCC(=O)Nc2ccccc2C)cc1 | -7 | -19 | 16 | 6 | 0 | 3 | -1 | -0.2 | -7
COc1ccc(OC)c(NC(=O)COC(=O)c2ccc(-n3cnnn3)cc2)c1 | 0 | -14 | 4 | -8 | -4 | -1 | 4 | -2.1 | 3
COCCCn1c(C(=O)Nc2ccc3c(c2)OCO3)cc2c(=O)n3ccccc3nc21 | 14 | -3 | 26 | 4 | 9 | 9 | 11 | -0.2 | 5
COc1ccc(-n2c(SCC(=O)Nc3ccccc3)nc(O)cc2=O)cc1 | -3 | 13 | 3 | 20 | 2 | 4 | -1 | -0.8 | -3
COc1ccc(Cn2cnc3c([N+](=O)[O-])c(C)c(C)cc32)cc1 | 0 | -2 | -19 | 38 | -4 | -3 | 1 | 1.8 | 1
Cc1ccc(NC(=O)CN(C)S(=O)(=O)c2cccc3cccnc23)cc1 | -3 | 9 | 7 | 25 | -1 | 2 | -1 | -0.3 | -11
COc1ccccc1OCCNC(=O)Nc1ccc(Br)cc1 | 0 | -30 | 4 | 27 | -2 | 7 | 0 | 1.5 | 15
CCC1CCCCN1Cc1ccc(N)cc1 (stereo not given) | 1 | 15 | 2 | -7 | 5 | -3 | -4 | 0.4 | 2
O=C(O)CSc1nc2c(c(=O)[nH]1)CCCC2 | 2 | 18 | -2 | 7 | -4 | -2 | -4 | -1.2 | -5
O=C(N/N=C/c1ccoc1)c1ccc([N+](=O)[O-])cc1 | -2 | -33 | 33 | 11 | -4 | -2 | 11 | 1.8 | -7
COC(=O)Cc1c(C)c2c(O)cc(C)cc2oc1=O | -5 | 11 | 11 | -3 | 1 | 8 | -3 | -1.0 | -6
c1ccc(-c2csc3ncnc(N4CCOCC4)c23)cc1 | -3 | -7 | 22 | 18 | -7 | -1 | -1 | -1.4 | -6
COc1cc(O)oc1C=Nc1ccccc1 | 0 | 6 | 21 | 3 | -4 | -10 | -1 | 0.7 | 0
CCO[C@@H]1OC(C(N)=O)=C[C@H](c2cn(C(C)=O)c3ccccc23)[C@H]1CCCO | 0 | 7 | 1 | 12 | -3 | 11 | 2 | 0.6 | -3
CCN(C[C@H]1N[C@@](C)(C(=O)OC)[C@H]2C(=O)N(C)C(=O)[C@@H]12)S(=O)(=O)c1ccc(OC(F)(F)F)cc1 | -2 | 15 | 9 | 14 | -3 | 7 | -2 | -1.5 | -7
CCOC(=O)c1c(C)nn(Cc2cccc(Cl)c2)c1N | -2 | 3 | 8 | 21 | 3 | 6 | 1 | -1.5 | 10
CCCCC#Cc1ccc2c(c1)COc1c3ccccc3nn1-2 | 0 | 23 | -123 | 16 | 3 | 16 | -2 | 3.6 | 12
Cc1ccc(C)c(S(=O)(=O)N2CCCC2CNC(=O)C(=O)NCc2ccco2)c1 (stereo not given) | 0 | 13 | -7 | 33 | -6 | 7 | 4 | -0.3 | 3
O=C(O)c1ccc(OC2CSC2)cc1 | -4 | 8 | 10 | 8 | -9 | 12 | 0 | -0.5 | 3

Random excerpt: three compounds from above, in no set order.
SMILES | UPR XBP1 act | APJ antag | Mdm2 MdmX PPI | tim23-1 inh | CXCR6 inh | CCR6 antagonist | APJ ag | CHOP UPR activ | EBI2 antag
CCOC(=O)c1c(C)nn(Cc2cccc(Cl)c2)c1N | -2 | 3 | 8 | 21 | 3 | 6 | 1 | -1.5 | 10
O=C(O)CSc1nc2c(c(=O)[nH]1)CCCC2 | 2 | 18 | -2 | 7 | -4 | -2 | -4 | -1.2 | -5
COC(=O)Cc1c(C)c2c(O)cc(C)cc2oc1=O | -5 | 11 | 11 | -3 | 1 | 8 | -3 | -1.0 | -6
